Screening data as filed in PubChem BioAssay.
D2 ag – agonists of human D2 dopamine receptor | AID 485358 | P14416 | activation, % at 2 µM | 0.53% of 340,000 active | HEK293 T-REx D2 cells, calcium flux agonist mode;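 active = activation over 3 SD above normal in the single-dose calcium agonist read, cut at about 30% in these data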; note: 0% is about no effect
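Agonism scored from kinetic calcium signal (1 read/sec, 180 s) following compound pin transfer, after a 10 s baseline. Cells: HEK293 Trex line expressing inducible D2 receptor coupled to calcium, dye-loaded after overnight culture at 30 C.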
D1 agonist – activates the human D1 dopamine receptor | 1% of 360,000 active | activation, % at 2 µM | HEK293 T-REx D1 cells, calcium flux, agonist mode | P21728; note: 0% is about no effect
Target sequence (P21728 whole entry, looked up): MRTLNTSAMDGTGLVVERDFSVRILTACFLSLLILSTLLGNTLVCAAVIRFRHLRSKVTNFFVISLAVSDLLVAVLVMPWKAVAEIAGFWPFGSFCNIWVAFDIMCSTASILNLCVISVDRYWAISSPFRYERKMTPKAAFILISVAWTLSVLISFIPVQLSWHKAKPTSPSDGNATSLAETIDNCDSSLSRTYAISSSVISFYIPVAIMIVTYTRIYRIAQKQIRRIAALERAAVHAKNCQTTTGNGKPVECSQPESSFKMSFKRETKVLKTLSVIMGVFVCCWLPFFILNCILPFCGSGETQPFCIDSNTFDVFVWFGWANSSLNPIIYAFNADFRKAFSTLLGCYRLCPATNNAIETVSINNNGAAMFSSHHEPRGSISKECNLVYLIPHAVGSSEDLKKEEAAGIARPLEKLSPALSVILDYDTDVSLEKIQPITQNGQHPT
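Inducible HEK293 T-REx D1 cells, force-coupled to calcium signalling, were plated at 4000 cells/well with tetracycline and held overnight at 30 C. After no-wash calcium dye loading, compound-evoked calcium rise over 180 s flagged agonists.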
D2 antagonist – antagonizes the human D2 dopamine receptor; AID 485344; 2% of 340,000 active; P14416; HEK293 TREx D2 cells, calcium flux, dopamine EC80; inhibition, % at 10 µM; in the data active = inhibition above about 30%; note: 0% is about no effect
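Dopamine at EC80 is the agonist stimulus; test compounds precede it by 180 s. Calcium flux read kinetically in a force-coupled, inducible HEK293 T-REx D2 cell line.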
TRHR ag – activates the human TRH receptor; TRHR cells, calcium flux fluo-8, FDSS agonist mode; P34981; activation, % at 2 µM; 0.18% of 360,000 active; note: 0% is about no effect
Target sequence (P34981 whole entry, looked up): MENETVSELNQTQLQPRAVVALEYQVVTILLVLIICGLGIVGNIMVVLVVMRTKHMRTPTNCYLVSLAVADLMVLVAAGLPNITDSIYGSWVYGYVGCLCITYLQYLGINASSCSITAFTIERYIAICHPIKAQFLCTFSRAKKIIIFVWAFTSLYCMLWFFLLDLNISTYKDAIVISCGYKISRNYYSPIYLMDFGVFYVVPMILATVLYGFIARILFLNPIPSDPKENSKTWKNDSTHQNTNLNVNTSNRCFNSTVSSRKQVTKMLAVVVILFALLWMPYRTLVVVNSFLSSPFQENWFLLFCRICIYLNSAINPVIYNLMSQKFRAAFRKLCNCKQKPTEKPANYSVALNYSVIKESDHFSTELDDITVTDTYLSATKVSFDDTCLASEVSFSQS
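TRHR-expressing cells, plated overnight in medium with 10% serum, were loaded with fluo-8 calcium dye at room temperature. After a 10 s baseline, library compound was pin-added and calcium release was recorded kinetically (ex 480/em 530) as agonist response.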
D1 antagonist – blocks dopamine activation of the human D1 receptor; activity change, negative = inhibition, % at 10 µM; HEK293 TREx D1 cells, calcium flux, dopamine EC80; active compounds read low; 3.2% of 360,000 active; P21728; in the data active = activity change below about -30%; note: % is set by controls: 0 for no effect and ±100 for the full control effect
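Tetracycline-induced HEK293 Trex D1 cells, force-coupled to calcium, dye-loaded; compounds added and read 180 s, then EC80 dopamine added and calcium flux tracked kinetically another 180 s.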
D1 potentiator – enhances dopamine response at the human D1 receptor. P21728. potentiation, % at 10 µM. 0.036% of 360,000 active. HEK293 TREx D1 cells, calcium flux, dopamine EC20 potentiation; in the data active = potentiation above about 30%; note: 0% is about no effect
TRHR enhancer – allosteric enhancers of human TRH receptor. enhancement, % at 2 µM. 0.66% of 360,000 active. P34981. AID 493056. TRHR cells, fluo-8 calcium fluorescence, EC20 TRH enhancement; in the data active = enhancement above about 30%; note: 0% is about no effect
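Enhancer read-out: after compound pinning and an initial kinetic agonist-mode read, an EC20 of TRH (10 nM final) was injected and fluo-8 calcium signal (Ex 480/Em 530) followed at 1 s/cycle for 100 cycles in TRHR-expressing cells.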
D2 potentiator – positive allosteric modulators of human D2 dopamine receptor. P14416. HEK293 T-REx D2, calcium flux, EC20 dopamine potentiation. potentiation, % at 10 µM. 0.34% of 340,000 active. AID 485347;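 active = potentiation over 3 SD above the plate norm, cut at about 30% in these data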; note: 0% is about no effect
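Calcium flux readout, no-wash dye, 1 read/s. Inducible HEK293 Trex D2 line, overnight 30 C. Compound alone 180 s (agonist flags), then EC20 dopamine, another 180 s to score potentiation.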
RXFP1 antag – blocks the human relaxin receptor RXFP1 | activity change, negative = inhibition, % at 57.5 µM | 0.59% of 350,000 active | Q9HBX9 | HEK293-RXFP1, relaxin-stimulated cAMP HTRF, 30 min; active compounds read low;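 active = activity change of -60% or lower, but not beyond a set lower limit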; note: % is set by controls: 0 for no effect and ±100 for the full control effect
An asterisk follows results filed as active. Cut-off read from the data, not from the text of the source, unless noted: active = activation above about 30%; inactive = the rest. An unsorted share of the library; 7.1% or so of the library scored in one or more.

How did O=C(CC1C(=O)NCCN1Cc1ccc(Cl)c(F)c1)NCCc1cccnc1 (stereo not drawn) do in these assays?
D2 ag: 0.2; D1 agonist: 7; D2 antagonist: 9; TRHR ag: 1.0; D1 antagonist: 0; D1 potentiator: 0; TRHR enhancer: -9; D2 potentiator: -7; RXFP1 antag: -2

How did COc1ccc(S(=O)(=O)Nc2cc(C(C)C)c(O)cc2C)cc1 do in these assays?
D2 ag: -0.3; D1 agonist: 3; D2 antagonist: -23; TRHR ag: -1.4; D1 antagonist: -13; D1 potentiator: -8; TRHR enhancer: -3; D2 potentiator: 1; RXFP1 antag: 5

How did COc1ccc(C(=O)C[n+]2cccc(Br)c2)cc1 do in these assays?
D2 ag: 0.3; D1 agonist: 2; D2 antagonist: -6; TRHR ag: -0.1; D1 antagonist: -16; D1 potentiator: -4; TRHR enhancer: 7; D2 potentiator: -5; RXFP1 antag: 2

What do the screens show for `CN1C(=O)c2ccccc2N(C)C1c1ccc2c(c1)OCO2` (stereo not drawn)?
D2 ag: -0.8; D1 agonist: 3; D2 antagonist: -13; TRHR ag: 0.2; D1 antagonist: -15; D1 potentiator: 1; TRHR enhancer: 0; D2 potentiator: -3; RXFP1 antag: -5

How did CCCOc1ccc(C2NC(=S)NC(c3ccccc3)=C2C(=O)Nc2ccc(C)cc2)cc1OC (stereo not drawn) do in these assays?
D1 agonist: 7; TRHR ag: -0.1; D1 antagonist: 11; D1 potentiator: -11; TRHR enhancer: -6; RXFP1 antag: -4

How did COc1ccc(CC(=O)NCc2csc(-c3cccs3)n2)cc1OC do in these assays?
D2 ag: 0.1; D1 agonist: 5; D2 antagonist: -9; TRHR ag: 0.4; D1 antagonist: -1; D1 potentiator: -2; TRHR enhancer: 2; D2 potentiator: -13; RXFP1 antag: -8

What do the screens show for `COc1ccc(N/C=C\C(=O)c2ccc3c(c2)OCO3)cc1`?
D2 ag: -0.3; D1 agonist: 2; D2 antagonist: -5; TRHR ag: 0.5; D1 antagonist: -4; D1 potentiator: 15; TRHR enhancer: -2; D2 potentiator: 2; RXFP1 antag: -12

What do the screens show for `Cc1ccc(-c2nnc(Nc3ccc(C(N)=O)cc3)c3ccccc23)cc1S(N)(=O)=O`?
D2 ag: 0.1; D1 agonist: 4; TRHR ag: 1.3; D1 antagonist: 6; D1 potentiator: 2; TRHR enhancer: -7; D2 potentiator: 0; RXFP1 antag: 6

What do the screens show for `C/C(Cn1cnc([N+](=O)[O-])n1)=N/NC(=O)COc1c(Cl)cc(Cl)cc1Cl`?
D2 ag: 0.0; D1 agonist: 0; D2 antagonist: -19; TRHR ag: -0.3; D1 antagonist: -30*; D1 potentiator: -9; TRHR enhancer: 0; D2 potentiator: -2; RXFP1 antag: -1

Results for CCCCNS(=O)(=O)c1ccc2nc(-c3cccnc3)cc(C(=O)NCCCOC(C)C)c2c1 ?
D2 ag: -0.5; D1 agonist: -1; TRHR ag: -0.9; D1 antagonist: 2; D1 potentiator: -1; TRHR enhancer: 13; D2 potentiator: 7; RXFP1 antag: -7

Results for Cc1c(C(=O)N/N=C/c2ccccc2)sc(=S)n1C ?
D2 ag: -0.4; D1 agonist: 1; D2 antagonist: 12; TRHR ag: -0.7; D1 antagonist: 5; D1 potentiator: -6; TRHR enhancer: 0; D2 potentiator: -13; RXFP1 antag: -14

What do the screens show for `CNc1nc(-c2ccc([N+](=O)[O-])cc2)cs1`?
D2 ag: -0.3; D1 agonist: 2; D2 antagonist: 2; TRHR ag: -1.2; D1 antagonist: -5; D1 potentiator: -7; TRHR enhancer: -16; D2 potentiator: -5; RXFP1 antag: -8

How did CCOc1ccc(-n2c(Cc3cc(=O)[nH]c(=O)[nH]3)nnc2SCC(=O)NC2CCCC2)cc1 do in these assays?
D2 ag: -0.1; D1 agonist: 2; D2 antagonist: -2; TRHR ag: 0.7; D1 antagonist: 15; D1 potentiator: -4; TRHR enhancer: 5; D2 potentiator: 14

Results for CC(=O)N(C)c1nnc(-c2ccccn2)s1 ?
D2 ag: -0.7; D1 agonist: 0; D2 antagonist: 43*; TRHR ag: 0.4; D1 antagonist: -5; D1 potentiator: -7; TRHR enhancer: 1; D2 potentiator: 1; RXFP1 antag: 7

What do the screens show for `O=C(COC(=O)c1ccc[nH]c1=O)NC1CCCC1`?
D2 ag: 0.8; D1 agonist: 2; D2 antagonist: 0; TRHR ag: -0.2; D1 antagonist: 21; D1 potentiator: 0; TRHR enhancer: 2; D2 potentiator: -10; RXFP1 antag: -4

What do the screens show for `CC(OC(=O)C1CCC(=O)N1)C(=O)Nc1cc(Cl)cc(Cl)c1` (stereo not drawn)?
D2 ag: -1.5; D1 agonist: 17; D2 antagonist: -16; TRHR ag: 0.5; D1 antagonist: 42; D1 potentiator: -14; TRHR enhancer: -4; D2 potentiator: 8; RXFP1 antag: 17

How did Cc1occc1C(=O)N/N=C/c1ccc(Cl)c([N+](=O)[O-])c1 do in these assays?
D2 ag: -1.3; D1 agonist: 1; D2 antagonist: -2; TRHR ag: -0.5; D1 antagonist: 0; D1 potentiator: 0; TRHR enhancer: -2; D2 potentiator: -12; RXFP1 antag: -16

What do the screens show for `COc1cccc(NC(=O)[C@H](NC(=O)[C@@H]2Cc3ccccc3CN2)c2ccccc2)c1`?
D2 ag: 0.6; D1 agonist: 9; D2 antagonist: 25; TRHR ag: 0.1; D1 antagonist: 1; D1 potentiator: 1; TRHR enhancer: 0; D2 potentiator: -20; RXFP1 antag: 12

How did CC(C)OC(=O)CC1C(=O)NCCN1C(=S)NC(=O)c1ccc(F)cc1 (stereo not drawn) do in these assays?
D1 agonist: 0; TRHR ag: 0.1; D1 antagonist: -7; D1 potentiator: -3; TRHR enhancer: 16; RXFP1 antag: -3

Results for COc1ccc(NC(=O)Nc2cccc(F)c2)c(OC)c1 ?
D2 ag: -1.7; D1 agonist: 1; D2 antagonist: -20; TRHR ag: -0.3; D1 antagonist: -8; D1 potentiator: -9; TRHR enhancer: 3; D2 potentiator: -11; RXFP1 antag: -9

How did Cc1ccc2c(c1)OC(c1ccc3c(c1)OCCO3)CC2=O (stereo not drawn) do in these assays?
D2 ag: 1.4; D1 agonist: 1; D2 antagonist: 10; TRHR ag: 0.3; D1 antagonist: 1; D1 potentiator: -5; TRHR enhancer: -6; D2 potentiator: -2; RXFP1 antag: -3

Results for COc1cc(/C=N/NC(=O)C(N)=O)cc(OC)c1O ?
D2 ag: 0.7; D1 agonist: 1; D2 antagonist: -3; TRHR ag: 1.0; D1 antagonist: 2; D1 potentiator: -2; TRHR enhancer: 5; D2 potentiator: -4; RXFP1 antag: 2

How did CC(=O)Nc1ccc(S(=O)(=O)Nc2ccc(Cl)cn2)cc1 do in these assays?
D2 ag: -0.1; D1 agonist: 3; D2 antagonist: -3; TRHR ag: 0.2; D1 antagonist: 6; D1 potentiator: 0; TRHR enhancer: 21; D2 potentiator: 4; RXFP1 antag: -6

How did Cc1cccc(C)c1NC(=O)CCSc1nc(-c2ccc3c(c2)OCO3)cc(C(F)(F)F)n1 do in these assays?
D2 ag: 0.3; D1 agonist: -1; TRHR ag: 0.0; D1 antagonist: 8; D1 potentiator: -4; TRHR enhancer: 8; D2 potentiator: 7

Results for CCOC(=O)c1cc(-c2ccccc2)nn1CCC#N ?
D2 ag: 1.3; D1 agonist: 5; D2 antagonist: 14; TRHR ag: -0.2; D1 antagonist: 6; D1 potentiator: -3; TRHR enhancer: -2; D2 potentiator: -1; RXFP1 antag: 7

Results for CCCCOc1ccc(Nc2cc(Cl)ccc2C(=O)O)cn1 ?
D1 agonist: 5; TRHR ag: -2.2; D1 antagonist: -13; D1 potentiator: -6; TRHR enhancer: 9; RXFP1 antag: -34

Results for CCOc1ccccc1NC(=O)Nc1cc2c(cc1N1CCCCC1)n(CC)c(=O)n2CC ?
D2 ag: 0.6; D1 agonist: 2; TRHR ag: -0.2; D1 antagonist: 4; D1 potentiator: 2; TRHR enhancer: -5; D2 potentiator: -8; RXFP1 antag: -12

Results for O=C(COc1ccccc1[N+](=O)[O-])Nc1ccc(CN2CCOCC2)cc1 ?
D2 ag: 1.1; D1 agonist: 5; D2 antagonist: -20; TRHR ag: 1.6; D1 antagonist: -22; D1 potentiator: -1; TRHR enhancer: -1; D2 potentiator: -3; RXFP1 antag: 0

How did COC(=O)c1[nH]c2cc(OC)c(OC)cc2c1NC(=O)Oc1ccccc1 do in these assays?
D2 ag: -0.1; D1 agonist: 1; D2 antagonist: 6; TRHR ag: 0.2; D1 antagonist: 3; D1 potentiator: 5; TRHR enhancer: 8; D2 potentiator: 12; RXFP1 antag: -6

How did CC(C)(C)OC(=O)Cc1nnc(C(C(=O)OCc2ccccc2)c2ccccc2)o1 (stereo not drawn) do in these assays?
D1 agonist: 9; TRHR ag: 1.2; D1 antagonist: 9; D1 potentiator: 1; TRHR enhancer: 0

How did Cc1ccc(C)c(S(=O)(=O)N2CCC3(CC2)OCCN3S(=O)(=O)c2cccs2)c1 do in these assays?
D2 ag: 0.0; D1 agonist: 8; D2 antagonist: -10; TRHR ag: 0.3; D1 antagonist: -9; D1 potentiator: -3; TRHR enhancer: 4; D2 potentiator: 5; RXFP1 antag: 4

Results for O=C(c1cnc(N2CCN(c3ncccn3)CC2)c2ccccc12)N1CCN(c2ncccn2)CC1 ?
D2 ag: 0.5; D1 agonist: 4; D2 antagonist: 8; TRHR ag: -1.3; D1 antagonist: -15; D1 potentiator: 4; TRHR enhancer: -1; D2 potentiator: 0; RXFP1 antag: -11

Results for CCOC(=O)c1cccc(C(=O)OCC)n1 ?
D2 ag: -0.5; D1 agonist: -1; D2 antagonist: -7; TRHR ag: -0.3; D1 antagonist: -11; D1 potentiator: -2; TRHR enhancer: -5; D2 potentiator: -13; RXFP1 antag: 11

Results for Cc1cccc(NC(=O)C2CCCN2C(=O)Oc2ccccc2)c1 (stereo not drawn) ?
D2 ag: 0.6; D1 agonist: 3; D2 antagonist: 13; TRHR ag: 0.4; D1 antagonist: -9; D1 potentiator: 7; TRHR enhancer: 21; D2 potentiator: 5; RXFP1 antag: 13

What do the screens show for `CSc1ccc(S(=O)(=O)Nc2cccc(F)c2)cc1`?
D2 ag: -0.3; D1 agonist: 4; D2 antagonist: -25; TRHR ag: -0.4; D1 antagonist: -1; D1 potentiator: -6; TRHR enhancer: 5; D2 potentiator: 1

What do the screens show for `O=C(c1ccccc1)c1ccc2nc(-c3ccc(NC(=O)c4ccccc4F)cc3)[nH]c2c1`?
D2 ag: 0.0; D1 agonist: 2; D2 antagonist: -5; TRHR ag: 1.0; D1 antagonist: -10; D1 potentiator: -5; TRHR enhancer: -6; D2 potentiator: 10; RXFP1 antag: -10

3 structures already listed, sorted by count of non-hydrogen atoms, smallest number first.
What do the screens show for `CSc1ccc(S(=O)(=O)Nc2cccc(F)c2)cc1`?
D2 ag: -0.3; D1 agonist: 4; D2 antagonist: -25; TRHR ag: -0.4; D1 antagonist: -1; D1 potentiator: -6; TRHR enhancer: 5; D2 potentiator: 1

Results for Cc1cccc(NC(=O)C2CCCN2C(=O)Oc2ccccc2)c1 (stereo not drawn) ?
D2 ag: 0.6; D1 agonist: 3; D2 antagonist: 13; TRHR ag: 0.4; D1 antagonist: -9; D1 potentiator: 7; TRHR enhancer: 21; D2 potentiator: 5; RXFP1 antag: 13

How did CC(C)(C)OC(=O)Cc1nnc(C(C(=O)OCc2ccccc2)c2ccccc2)o1 (stereo not drawn) do in these assays?
D1 agonist: 9; TRHR ag: 1.2; D1 antagonist: 9; D1 potentiator: 1; TRHR enhancer: 0
